Screening results from PubChem BioAssay.
Pin1 inh – human Pin1 inhibition; 390,000 tested, 0.009% active; Potency, µM (top dose mostly 115 µM), for the others: at the highest dose activity, negative = inhibition, usual class: inhibitors; AID 504891; Q13526; Pin1 FP peptide displacement, HiFluor488, 10 min; active = well fitted inhibition curve with a large enough effect in the polarisation, with a control signal flat, not every such curve was filed as active; inconclusive = small, poorly fitted or top-dose-only effect, or effect the other way, or a change in a side signal; inactive = no such curve, though single readings can be large or run the other way; the % refers to the polarisation; note: % is set by controls: 0 for no effect and ±100 for the full control effect
Target sequence (Q13526 whole entry, looked up): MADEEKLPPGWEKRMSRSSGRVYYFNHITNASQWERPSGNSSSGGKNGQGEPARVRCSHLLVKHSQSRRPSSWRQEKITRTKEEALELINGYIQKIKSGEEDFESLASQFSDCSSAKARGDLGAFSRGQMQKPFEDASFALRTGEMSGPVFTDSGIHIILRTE
Tb PGK inh – inhibitors of T. brucei phosphoglycerate kinase. Potency, µM (series often up to 57.5 µM), for inactives: at the highest dose activity change, negative = inhibition, hits mostly inhibitors. AID 602233. PGK/GAPDH coupled, Kinase-Glo luminescence, 60 min. P07378. 380,000 tested, 0.043% active; note: % is set by controls: 0 for no effect and ±100 for the full control effect; nearly all actives have a fitted effect of over 60% in size
Target sequence (P07378 whole entry, looked up): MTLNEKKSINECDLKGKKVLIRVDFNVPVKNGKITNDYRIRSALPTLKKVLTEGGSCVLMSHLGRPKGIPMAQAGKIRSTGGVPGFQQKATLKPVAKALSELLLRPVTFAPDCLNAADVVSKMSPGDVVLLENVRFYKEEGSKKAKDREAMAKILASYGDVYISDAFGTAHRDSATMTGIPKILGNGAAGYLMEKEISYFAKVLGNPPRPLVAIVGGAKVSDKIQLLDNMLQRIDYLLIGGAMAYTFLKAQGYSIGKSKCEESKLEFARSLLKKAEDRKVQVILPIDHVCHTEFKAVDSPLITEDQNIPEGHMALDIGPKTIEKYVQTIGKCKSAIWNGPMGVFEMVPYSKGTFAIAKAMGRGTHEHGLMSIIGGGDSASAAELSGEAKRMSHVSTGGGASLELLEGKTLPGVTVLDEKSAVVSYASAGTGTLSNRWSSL
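Luminescent ATP detection (Kinase-Glo Plus) follows a 60-minute room-temperature incubation, with wells lacking PGK as controls. Buffer: 100 mM TEA (pH 7.6), 5 mM MgCl2, 0.01% Tween-20. Coupling enzyme GAPDH (100 nM final) supplies unstable 1,3-BPG in-well.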
RGS4 inh – human RGS4 inhibition | 390,000 tested, 0.039% active | Potency, µM (series often up to 114 µM), inactives show at the top dose activity change, negative = inhibition, most hits filed as inhibitors | AID 504845 | P49798 | Transcreener GDP fluorescence polarization, RGS4-accelerated GTP hydrolysis; note: % is set by controls: 0 for no effect and ±100 for the full control effect; nearly all actives have a fitted effect of over 75% in size; some results filed as inactive show a strong effect at the top dose
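MLSMR compounds (23 nl, pin-transferred) preincubated 10 min at room temperature with a 500nM (2x) first reagent, then RGS4 at 900nM (2x) plus Transcreener GDP mix added; fluorescence polarization (620/688 nm) read before and after 90 min at 30 °C.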
GLS inhibitor – glutaminase GLS (human) inhibition; O94925; GLS enzymatic activity, qHTS titration; Potency, µM (doses to about 45.5 µM), for inactives: at the highest dose activity change, negative = inhibition, most hits filed as inhibitors; 410,000 tested, 0.21% active; AID 624170; note: % is set by controls: 0 for no effect and ±100 for the full control effect
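Enzyme dispensed in phosphate buffer (45 mM, pH 8.2, 0.02% Tween-20), compounds pinned in, then 1 mM L-glutamine solution and the glutamate oxidase–HRP–Amplex Red mix added; fluorescence read immediately and again after 30 min at room temperature.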
HP1b chromo inh – HP1-beta chromodomain-methylated histone interaction inhibition; 390,000 tested, 0.56% active; Potency, µM (top dose mostly 114 µM), inactives show at the highest dose activity change, negative = inhibition, usual class: inhibitors; AID 540317; AlphaScreen HP1-beta / biotin-H3K9me3 peptide binding; note: nearly all actives have a fitted effect of over 70% in size; inactives centre near 23
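AlphaScreen: HP1-beta (50 nM) preformed 30 min with biotin-H3(1-18)K9me3 peptide (50 nM) in PBS pH 7.4, 0.01% Tween-20. Compound added for 30 min at RT, then streptavidin donor/nickel chelate acceptor beads (10 ug/mL) for 30 min.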
JMJD2A Tudor – blocks the human JMJD2A Tudor domain; AlphaScreen JMJD2A-Tudor / H3K4me3 peptide binding; Potency, µM (series often up to 114 µM), for inactives: top-dose activity change, negative = inhibition, actives largely listed as inhibitors; 390,000 tested, 4.4% active; AID 504339; note: % is set by controls: 0 for no effect and ±100 for the full control effect; nearly all actives have a fitted effect of over 50% in size
TrxR1 inh – inhibitors of rat thioredoxin reductase 1. O89049. recombinant rTrxR1, NADPH fluorescence consumption, selenite substrate. Potency, µM (highest dose often 114 µM), for inactives: at the top dose activity change, negative = inhibition, hits mostly inhibitors. 390,000 tested, 1% active. AID 588453; note: % is set by controls: 0 for no effect and ±100 for the full control effect; nearly all actives have a fitted effect of over 65% in size
Target sequence (O89049 whole entry, looked up): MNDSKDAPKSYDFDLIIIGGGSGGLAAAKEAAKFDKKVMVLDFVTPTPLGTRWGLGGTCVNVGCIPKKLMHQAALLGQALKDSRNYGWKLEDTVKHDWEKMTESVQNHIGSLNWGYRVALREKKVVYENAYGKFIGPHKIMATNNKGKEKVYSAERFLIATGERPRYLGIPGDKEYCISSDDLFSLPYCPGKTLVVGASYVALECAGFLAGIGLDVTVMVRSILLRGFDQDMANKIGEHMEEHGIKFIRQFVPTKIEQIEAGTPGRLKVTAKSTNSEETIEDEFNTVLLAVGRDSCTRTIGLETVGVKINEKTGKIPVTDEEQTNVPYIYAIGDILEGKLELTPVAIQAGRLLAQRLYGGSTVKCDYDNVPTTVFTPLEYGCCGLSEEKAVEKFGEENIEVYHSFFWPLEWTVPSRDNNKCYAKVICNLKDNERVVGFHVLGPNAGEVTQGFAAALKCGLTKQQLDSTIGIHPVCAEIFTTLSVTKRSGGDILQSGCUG
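Rat TrxR1 (90 nM in the dispensed reagent) was pre-reduced with 400 uM NADPH for 5 min at room temperature, then incubated with compound for 15 min. After 400 uM selenite was added, NADPH fluorescence (Ex 340/Em 450 nm) was followed for 8 min.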
12-LOX inh – inhibitors of human 12S-lipoxygenase ALOX12 | Potency, µM (series often up to 108 µM), inactives show at the highest dose activity change, negative = inhibition, usual class: inhibitors | AID 1671190 | purified 12hLO, xylenol orange hydroperoxide absorbance | 580,000 tested, 1.1% active; note: % is set by controls: 0 for no effect and ±100 for the full control effect
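Purified human 12hLO (150 nM final) in 25 mM Hepes, 0.01% Triton X-100, pH 7.0 was preincubated 15 min at room temperature with compound. Then 40 uM arachidonic acid was added, 30 min. Hydroperoxide was read by Fe-XO absorbance ratio 573/405 nm.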
ERG Ets-DNA blk – inhibitors of human ERG Ets domain-DNA interaction. fluorescence polarization, His-ERG Ets domain / labelled DNA. Potency, µM (doses to about 76.9 µM), inactives show at the top dose FP activity, negative = inhibition, actives largely listed as inhibitors. 370,000 tested, 0.028% active. AID 624246; active = well fitted inhibition curve with a large enough effect in the polarisation, with a control signal flat; inconclusive = small, poorly fitted or top-dose-only effect, or effect the other way, or a change in a side signal; inactive = no such curve, though single readings can be large or run the other way; the % refers to the polarisation;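 note: polarization taken with two DNA probes labelled with fluorescein and Texas red; % of control where 0% means no effect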
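His-tagged ERG Ets domain (1 uM in the protein solution; 300mM KCl, 50mM Tris-HCl, 1mM EDTA, 1mM DTT, pH 7.5) received compound, then a probe mix of 5 nM fluorescein-DNA and 100nM Texas-615-DNA. Fluorescence polarization was read for both dyes.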
An asterisk follows results filed as active; i = inactive; ? = inconclusive; . = not tested or not shown; & = joins results of further samples; [ ] = another dose, or the depositor's remark. Unless noted, calls come from the whole dose curve; as a rule, active = well fitted curve in the direction sought with a large enough effect; inconclusive = small, poorly fitted or top-dose-only effect, or another doubt; inactive = no such curve, though single readings can be large; an effect the other way counts as inactive or inconclusive. Potency is the fitted concentration of half-maximal effect. These rows are one share of the data (hit frequency here may not be typical).

Results follow in this order: Pin1 inh	Tb PGK inh	RGS4 inh	GLS inhibitor	HP1b chromo inh	JMJD2A Tudor	TrxR1 inh	12-LOX inh	ERG Ets-DNA blk
1. NC(=O)NCCC1=CCCCC1
→ -2%	-5%	13%	-2%	30%	-18%	25%	-24%	-4%
2. CCN(CC)CCNC(=O)c1sc2nc3n(c(=O)c2c1C)CCCCC3
→ 0%	9%	2%	6%	39%	-12%	-4%	9%	-7%
3. Nc1nc(SCc2ccc(Cl)cc2Cl)n[nH]1
→ -6%	4%	-13%	22%	20%	-17%	10%[57.1 µM]	0%	-11%
4. COc1ccccc1NC(=O)CCSc1nnc(-c2ccco2)o1
→ 1%	i	-9%	4%	13%	-15%	14%[57.1 µM]	2%	0%
5. O=C(CSc1nc2ccc([N+](=O)[O-])cc2[nH]1)c1ccc(Cl)cc1
→ 2%	-1%	-44%	-7%	32%	-2%	-13%	-4%	0%
6. CC(=O)Nn1cnc2c(c1=O)C1(CCCCC1)Cc1ccccc1-2
→ 2%	-10%	6%	13%	15%	-28%	2%	0%	8%
7. CN(C)/C=C/C(=O)c1nn(-c2ccc(F)cc2)ccc1=O
→ 10%	-4%	5%	2%	34%	-15%	-3%	-5%	-4%
8. CCC(=O)NCc1nc2ccccc2n1Cc1ccccc1F
→ 2%	5%	22%	2%	10%	-10%	10%	-12%	5%
9. COc1cc(/C=N/NC(=O)c2csc3c2CCCC3)ccc1OCCN1CCOCC1
→ 2%	-8%	-25%	-2%	48%[activator]	-12%	10%	-12%	-6%
10. O=C(NCc1ccco1)C1CCCN(S(=O)(=O)c2cccc3nonc23)C1 (centres undefined)
→ 15%	-2%	0%[11.4 µM]	-18%	6%	-17%[11.4 µM]	-71%	22%	4%
11. Cc1ccc(N2CCN(C(=O)c3c(C)oc4ncn(C)c(=O)c34)CC2)c(C)c1
→ -1%	-3%	-9%	7%	30%	7%	7%	-19%	0%
12. CCc1ccc(-c2nc(CS(=O)CC(=O)NCCN3CCCCCC3)c(C)o2)cc1 (centres undefined)
→ -3%	-9%	-37%	8%	16%	-24%	-12%	?	-7%
13. Cc1nnc(C)c2c(C)n(-c3ccccc3N)c(C)c12
→ ?	-3%	-27%	-7%	13%	?	-10%	-23%	-1%
14. Cc1cc(Nc2ccc(Cl)cc2)n(-c2ccccc2)n1
→ 2%	-9%	4%	20%	45%[activator]	-3%	2%	8%	-4%
15. Clc1ccc(OCCOCCNCc2ccccc2)cc1Cl
→ 5%	0%	-35%	-1%	-14%	25µM*	0%	?	-3%
16. COc1cccc(C(=O)N(CN2CCCC2=O)c2cccc(Cl)c2)c1OC
→ -7%	2%	34%	.	26%	26%	-9%	-16%	6%
17. CC(c1nc2ccccc2n1Cc1ccccc1)N1CCCCC1 (centres undefined)
→ 1%	-6%	-4%	-4%	18%	-17%	24%	0%	-16%
18. COc1ccc(OC)c(CCNC(=O)c2nc(-c3ccc(Cl)cc3)n3c2CCCCC3)c1
→ 1%	-9%	0%	-3%	-21%	28µM*	19%	?	1%
19. Oc1c(C=Nc2cccnc2)sc2ccccc12
→ ?	-22%	-15%	18%	18%	-22%	-16%	0%	6%
20. COc1ccc(CCC(=O)NCc2nc3cccnc3n2Cc2ccc(C)cc2)cc1
→ 17%	.	-25%	-6%	24%[57 µM]	-9%	10%[57.1 µM]	-9%	21%
21. CC(=O)Oc1ccc(N2C(=O)C3C4C=CC(CO)(O4)C3C2=O)cc1 (centres undefined)
→ -1%	-5%	?	16%	?	45µM*	3.2µM*	-14%	11%
22. O=C(NCc1cccnc1)C1CC(c2ccc(Cl)c(Cl)c2)=NO1 (centres undefined)
→ 0%	-1%	-2%	-1%	32%	-10%	18%	15%	-8%
23. Cc1ccccc1CNC(=O)CCC(=O)N1CC2CCCN2c2ccccc21 (centres undefined)
→ 4%	-5%	-3%	5%	-11%	?	-2%[57.1 µM]	-37%	-4%
24. CC1=C(C(=O)NCc2ccccc2Cl)C2(CCCCCC2)OC1=O
→ -6%	0%	-18%	-6%	8%	3%	3%	0%	-2%
25. O=C(N/C(=C/c1ccc(F)cc1)C(=O)N1CCCCC1)c1ccco1
→ 1%	-2%	-8%	1%	16%	-13%	11%	5%	7%
26. CC(=O)c1c(COC(=O)c2ccc(F)cc2)nc2ccccc2[n+]1[O-]
→ 0%	-3%	3%	-11%	12%	-1%	0%[57.1 µM]	91%[activator]	0%
27. CCN(CC)C(=S)SCC(=O)Nc1ccc(S(N)(=O)=O)cc1
→ 0%	-5%	-19%	-13%	41%	-11%	25%	-3%	2%
28. Cc1ccc(NC(=O)CN2C(=O)c3ccccc3Sc3ncccc32)c(C)c1
→ -2%	-4%	-3%	-3%	1%	-21%	5%	-6%	-5%
29. Cc1cc(C)n(CC(=O)Nc2cccc(C(F)(F)F)c2)n1
→ 6%	i	6%	1%	53%[activator]	1%	10%	1%	4%
30. Cc1cc(C)n(CC(O)COc2ccccc2C)n1 (centres undefined)
→ 4%	i	-2%	-4%	17%	-18%	22%[57.1 µM]	6%	-5%
31. O=[N+]([O-])c1cccc(S(=O)(=O)Nc2ccc(-c3ccc(N4CCOCC4)nn3)cc2)c1
→ -6%	0%	1%	-10%	13%	-26%	1%[57.1 µM]	15%	-2%
32. COc1cccc(C2c3[nH]c4ccccc4c3CCN2Cc2cnc(C)s2)c1OC (centres undefined)
→ -5%	i	-9%	3%	-11%	?	-1%[57.1 µM]	7%	4%
33. CCn1c(C)nc2cc(NC(=O)Nc3cccc(C(C)=O)c3)ccc21
→ 0%	.	-6%	-6%	65%[activator]	9%	11%	12%	2%
34. CCOc1ccc(N(CC(=O)Nc2cc(C)ccc2C)S(=O)(=O)c2c(C)[nH]c(=O)[nH]c2=O)cc1
→ -1%&3%	3%&-5%	-31%&-16%	0%&-3%	29%&40%	-4%&3%	-14%&14%	0%&-19%	7%&0%
35. O=C(Nc1cccc2cccnc12)c1ccccc1[N+](=O)[O-]
→ -1%	-7%	7%	-2%	20%	-11%	21%	-23%	-3%
36. O=C(CCc1ccccc1)Oc1ccccc1[N+](=O)[O-]
→ 0%	2%	12%	16%	16%	-1%	3%	10%	17%
37. Cc1cc(C)cc(N(CC(=O)N2CCCC2)S(C)(=O)=O)c1
→ -2%	3%	-4%	-2%	46%[activator]	-8%	15%[57.1 µM]	-11%	4%
38. COC(=O)N/N=C/c1cccc(OCCSc2ccc(Cl)cc2)c1
→ 1%	-5%	-31%	-10%	11%	?	18%[57.1 µM]	-10%	-9%
39. C#CCNC(=O)C1=C[C@@H](c2cn(C(C)=O)c3ccccc23)C[C@@H](OCCCCO)O1
→ 29%	-1%	-16%	0%	0%	-26%	?	-9%	5%
40. O=C(c1ccc2c3n(nc2c1)-c1ccc(Cl)cc1CO3)N1CCOCC1
→ 1%	-21%	-5%	-3%	23%	-22%	18%[57.1 µM]	-4%	-1%
41. CCOC(=O)c1c(C)[nH]c(C(=O)COC(=O)[C@H](C)NC(=O)c2ccccc2Cl)c1C
→ 4%	2%	-9%	4%	-11%	-12%	1%	?	1%
42. CCC(C)c1ccccc1NC(=O)COc1ccc(-n2cnnn2)cc1 (centres undefined)
→ -1%	0%	15%	0%	19%	-6%	11%	14%	31%[activator]
43. COc1cccc(C(=O)Nc2cccc(C(=O)OCc3cc(=O)n4c(C)csc4n3)c2)c1
→ 5%	-6%	2%	9%	20%	-3%	-19%[57.1 µM]	-23%	2%
44. CCn1cc(C(=O)NCc2ccncc2)c(=O)c2cc(F)c(N3CCN(C(=O)c4ccco4)CC3)cc21
→ 3%	-1%	3%	10%	10%	-20%	11%[57.1 µM]	72%[activator]	-2%
45. CCCN1CCN(CCNC(=O)Nc2ccccc2Cl)CC1
→ -4%	5%	9%	-11%	27%	-10%	14%	i	-12%
46. N#Cc1c(N2CCOCC2)nsc1-c1ccc(C(F)(F)F)cc1
→ -2%	5%	-2%	3%	64%[activator]	1%	-16%	0%	8%
47. CCC(C)c1ccccc1NC(=O)C1CCCO1 (centres undefined)
→ 0%	-6%	-10%	10%	33%	-1%	-13%	-25%	-6%
48. O=C(Nc1ccn(Cc2c(F)c(F)c(F)c(F)c2F)n1)c1cccc(Cn2cc([N+](=O)[O-])cn2)c1
→ -2%	-10%	7%	-2%	7%	-31%	7%	-18%	3%
49. O=C(NCC1CCCCC1)c1ccc(F)c(S(=O)(=O)N2CCOCC2)c1
→ -2%	0%	-10%	-5%	28%	-13%	12%	2%	-8%
50. O=C(Nc1ccc(S(=O)(=O)N2CCCC2)cc1)c1cccs1
→ 2%	-7%	-33%	2%	50%[activator]	-10%	24%[57.1 µM]	2%	4%
51. Nc1ccccc1SCc1ccccc1
→ 47%[activator]	-1%	-36%[56.9 µM]	5%	58%[activator]	-12%	26%	-8%	3%
52. Cc1cc(Cn2nc(-c3ccccc3)cc2C(=O)NCc2cccc(Br)c2)on1
→ 31%[activator]	-19%	34%	3%	29%	-5%	26%[57.1 µM]	-29%	8%
53. COc1ccccc1C(=O)NNC(=O)C1CCN(C(=O)OC(C)(C)C)CC1
→ -10%	i	27%[56.9 µM]	3%	43%[activator]	-16%	38%[activator][57.1 µM]	16%	-5%
54. COc1cccc(NC(=O)COc2ccccc2)c1
→ -1%	-6%	32%	7%	55%[activator]	-5%	23%	5%	-5%
55. CCSc1nnc(NC(=O)CSc2nc3c(c(=O)n2C)SC(C)C3)s1 (centres undefined)
→ 7%	0%	-10%	3%	24%	-15%	2%	-18%	.
